Screening data from PubChem BioAssay.
PKA-R2B act: PKA-R2B complex activation. AID 504700. activation, % at 11.4 µM. PKA-R2B holoenzyme dissociation, Cy5-IP20 fluorescence polarization; R2B truncated from residue 108, S112A mutant; 0% DMSO only, 100% 113 µM cGMP. 340,000 tested, 0.079% active;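 active means activation above a cutoff set at the mean over all compounds plus 3 SD, cut at about 18% in these data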;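 further: higher means more holoenzyme dissociation and a rise in polarization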
Target sequence (P31323 whole entry, looked up, other chains not shown, the tested form may be a part): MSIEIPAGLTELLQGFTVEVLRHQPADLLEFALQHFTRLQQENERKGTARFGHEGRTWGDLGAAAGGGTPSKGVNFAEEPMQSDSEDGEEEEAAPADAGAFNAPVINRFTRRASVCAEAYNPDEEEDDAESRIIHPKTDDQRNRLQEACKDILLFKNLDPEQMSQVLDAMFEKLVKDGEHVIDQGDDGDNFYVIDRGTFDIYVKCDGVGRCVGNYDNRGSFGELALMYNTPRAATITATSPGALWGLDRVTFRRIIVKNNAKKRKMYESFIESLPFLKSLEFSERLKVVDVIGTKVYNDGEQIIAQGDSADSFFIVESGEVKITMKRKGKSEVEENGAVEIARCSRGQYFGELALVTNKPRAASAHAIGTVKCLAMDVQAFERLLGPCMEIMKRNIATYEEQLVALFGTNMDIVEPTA
DSG3 Ab inh: inhibitors of pemphigus antibody binding to human desmoglein-3; P32926; DSG3-coupled beads, scFv-anti-DSG3-GFP binding, flow cytometry; active compounds read low; binding (percent of control), % at 10 µM; 310,000 tested, 0.48% active; AID 588358;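 active means binding more than 3 SD below its plate's average and above zero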;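 further: hits lower antibody fragment binding to DSG3; some compounds called inactive have numbers as strong as hits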
MOR-DOR inv ag: inverse agonists of human mu-delta opioid receptor heterodimerization | P35372+P41143 | cell-based MOR-DOR heterodimer luminescence, inverse agonism | inhibition, % at 9.3 µM | 340,000 tested, 0.21% active | AID 504357; in the data active means inhibition above about 22%, passing the limit was not always enough;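 further: 0% = cells with DMSO and 100% = wells without cells with DMSO; values of inactives mirror those of a sister screen read the other way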
V-ATPase pH: yeast V-ATPase proton transport regulation by pHLuorin | AID 504577 | 350,000 tested, 0.37% active | response, % at 10 µM | S. cerevisiae, pHLuorin cytosolic pH fluorescence; in the data active means response mostly above about 7.3%, no sharp cut-off; inactive means mostly below about 5.4%; further: actives read high; inactives centre near 0; some compounds called inactive have numbers as strong as hits; reference of the scale not given here
Arr AP2 block: blocks beta-arrestin peptide binding to AP2 adaptin; FITC-arrestin peptide / GST-AP2 beads, flow cytometry; AP2 beta2 appendage carries R879A mutation; inhibition, % at 10 µM; 340,000 tested, 0.31% active; AID 504490;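 active means inhibition above a set limit, near 3 SD of compounds lacking own fluorescence, cut at about 54% in these data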;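 further: plate controls were DMSO wells for no effect and 5 µM unlabelled arrestin peptide for full effect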
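system = GST-tagged AP2 beta2-adaptin appendage (R879A) on 4 µm glutathione beads | reagent = FITC-labelled arrestin peptide probe, 50 nM final | schedule = compound with beads 12 min RT, then probe 1 h RT | signal = HyperCyt-sampled flow cytometry, FL1 channel, ex 488/em 535 nm | read-out = percent response from loss of bead-bound FITC fluorescence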
DAGLB inh: diacylglycerol lipase beta (human) inhibition | Q8NCG7 | HEK293T DAGLB membrane lysate, EnzChek fluorogenic substrate | 340,000 tested, 0.059% active | inhibition, % at 5.17 µM; in the data active means inhibition above about 34%;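 further: 0% = enzyme with vehicle and 100% = wells lacking enzyme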
Target sequence (Q8NCG7 whole entry, looked up): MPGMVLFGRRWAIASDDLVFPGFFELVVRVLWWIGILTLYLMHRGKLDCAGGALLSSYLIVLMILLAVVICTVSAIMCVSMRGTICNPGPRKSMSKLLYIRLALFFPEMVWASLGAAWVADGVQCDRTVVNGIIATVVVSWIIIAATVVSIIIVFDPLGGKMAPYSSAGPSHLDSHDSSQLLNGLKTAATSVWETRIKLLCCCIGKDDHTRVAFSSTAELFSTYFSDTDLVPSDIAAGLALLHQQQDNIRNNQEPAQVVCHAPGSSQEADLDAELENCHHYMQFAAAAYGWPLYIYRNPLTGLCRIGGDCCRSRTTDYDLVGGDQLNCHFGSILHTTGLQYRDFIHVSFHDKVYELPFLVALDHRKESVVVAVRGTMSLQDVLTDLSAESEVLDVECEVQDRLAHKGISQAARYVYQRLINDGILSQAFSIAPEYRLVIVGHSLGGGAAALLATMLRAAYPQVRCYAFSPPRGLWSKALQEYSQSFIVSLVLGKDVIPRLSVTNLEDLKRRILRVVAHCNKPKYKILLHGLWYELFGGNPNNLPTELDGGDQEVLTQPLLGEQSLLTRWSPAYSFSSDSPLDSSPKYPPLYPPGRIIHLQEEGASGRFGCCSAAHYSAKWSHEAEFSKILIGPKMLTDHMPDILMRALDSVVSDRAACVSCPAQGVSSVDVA
HTR5A inv ag: HTR5A inverse agonism, opioid heterodimer counter-screen; AID 504634; HTR5A cell line, luminescence; 340,000 tested, 0.083% active; inhibition, % at 9.3 µM; in the data active means inhibition mostly above about 23%, no sharp cut-off; inactive means mostly below about 18%;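 further: 0% = cells with DMSO and 100% = no-cell wells with DMSO; some compounds called inactive have numbers as strong as hits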
HTR5A ag: activates human HTR5A in OPRM1-OPRD1 agonist counter-screen; HTR5A agonist assay, luminescence, cell-based; activation, % at 9.3 µM; 340,000 tested, 0.61% active; in the data active means activation mostly above about 9.5%, no sharp cut-off; inactive means mostly below about 7.6%;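 further: 0% = cells with vehicle only and 100% = reference agonist; strong numbers were not always called active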
PKA-R1A activ: activators of PKA-R1A complex. 340,000 tested, 0.083% active. PKA-R1A dissociation, Cy5-IP20 fluorescence polarization; scaled: DMSO 0%, 113 µM cGMP 100%. P00514+P68181. activation, % at 11.4 µM;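 active means percent activation above the mean of all tested compounds plus 3 SD, cut at about 19% in these data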;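 further: higher means more PKAc released from R1A so a rise in polarization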
OPRM1-OPRD1 ag: agonists of human mu-delta opioid receptor heterodimerization; cells, OPRM1-OPRD1 heterodimerization, luminescence; activation, % at 9.3 µM; 340,000 tested, 0.3% active; in the data active means activation above about 18%;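 further: 0% = vehicle-treated cells and 100% = reference agonist; values of inactives mirror those of a sister screen read the other way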
Starred values were filed as active, the others as inactive.

COc1ccccc1CNC(=O)C1CCN(S(=O)(=O)c2ccc3c(c2)CC(C)N3C(=O)C2CC2)CC1 (stereo not drawn) was read as PKA-R2B act -4, DSG3 Ab inh 103, MOR-DOR inv ag 4, V-ATPase pH -6, Arr AP2 block 14, DAGLB inh -1, HTR5A inv ag 2, HTR5A ag 0, PKA-R1A activ -1 and OPRM1-OPRD1 ag -0.7.
`Cc1cc(C(=O)N2CCCc3ccccc32)no1` gave PKA-R2B act 3, DSG3 Ab inh 105, MOR-DOR inv ag 1, V-ATPase pH -1, Arr AP2 block 9, DAGLB inh 1, HTR5A inv ag 3, HTR5A ag 5, PKA-R1A activ 7 and OPRM1-OPRD1 ag -0.3.
Screening CCc1nc(NCc2ccc3c(c2)OCO3)c2oc3ccccc3c2n1 returned PKA-R2B act -7, DSG3 Ab inh 103, MOR-DOR inv ag -17, V-ATPase pH 0, Arr AP2 block -2, DAGLB inh -8, HTR5A inv ag 7, HTR5A ag -3, PKA-R1A activ -4 and OPRM1-OPRD1 ag 3.2.
`CC(=O)c1c(C)[nH]c(-c2ccccc2)nc1=S` gave PKA-R2B act -13, DSG3 Ab inh 96, MOR-DOR inv ag 23, V-ATPase pH -2, Arr AP2 block 11, DAGLB inh -3, HTR5A inv ag -4, HTR5A ag -2, PKA-R1A activ -12 and OPRM1-OPRD1 ag -4.5.
Cc1cc(=O)[nH]c(NC(=O)Cc2ccccc2)n1 was read as PKA-R2B act 3, DSG3 Ab inh 119, MOR-DOR inv ag 13, V-ATPase pH 0, Arr AP2 block 6, DAGLB inh 2, HTR5A inv ag 12, HTR5A ag -3, PKA-R1A activ 6 and OPRM1-OPRD1 ag -2.6.
`CC(OC(=O)c1nc(Cl)ccc1Cl)C(=O)NCc1ccccc1` (stereo not drawn) gave PKA-R2B act -5, DSG3 Ab inh 99, DAGLB inh -4 and PKA-R1A activ -2.
CSc1nc2ccc(NS(=O)(=O)c3ccc(Cl)s3)cc2s1 was read as PKA-R2B act -3, MOR-DOR inv ag -11, V-ATPase pH 3, Arr AP2 block 13, DAGLB inh -2, HTR5A inv ag 1, HTR5A ag 3, PKA-R1A activ 3 and OPRM1-OPRD1 ag 1.8.
`COc1ccc(OCCNC(=O)C(c2ccccc2)c2ccccc2)cc1` gave PKA-R2B act -7, DSG3 Ab inh 100, MOR-DOR inv ag 4, V-ATPase pH -3, Arr AP2 block -13, DAGLB inh -9, HTR5A inv ag -24, HTR5A ag 10, PKA-R1A activ 0 and OPRM1-OPRD1 ag -0.8.
Screening CN(C)/C=C/C(=O)Oc1ccc(Cl)cc1Cl returned PKA-R2B act -3, DSG3 Ab inh 108, MOR-DOR inv ag 0, V-ATPase pH -1, Arr AP2 block 9, DAGLB inh -3, HTR5A inv ag -8, HTR5A ag 3, PKA-R1A activ -4 and OPRM1-OPRD1 ag 0.1.
Cc1cccc(C)c1OC(=O)CSc1nnc(-c2ccccc2O)o1 was read as PKA-R2B act -2, DSG3 Ab inh 96, MOR-DOR inv ag -50, V-ATPase pH 3, Arr AP2 block 4, DAGLB inh -12, HTR5A inv ag -6, HTR5A ag 1, PKA-R1A activ 2 and OPRM1-OPRD1 ag 9.1.
CC(C)CC(=O)NC(c1ccccc1Cl)c1c(O)ccc2ccccc12 (stereo not drawn) was read as PKA-R2B act -5, DSG3 Ab inh 130, MOR-DOR inv ag 20, V-ATPase pH 1, Arr AP2 block 32, DAGLB inh 3, HTR5A inv ag 37, HTR5A ag -3, PKA-R1A activ 4 and OPRM1-OPRD1 ag -3.6.
Screening Cc1noc(C)c1S(=O)(=O)N(C)C[C@H]1OCc2cnnn2CCCC(=O)N([C@@H](C)CO)C[C@H]1C returned PKA-R2B act -9, V-ATPase pH 1, DAGLB inh 1 and PKA-R1A activ 2.
COc1cc(NC(=O)COc2ccccc2[N+](=O)[O-])ccc1NC(=O)c1cccs1 was read as PKA-R2B act 0, DSG3 Ab inh 103, MOR-DOR inv ag -50, V-ATPase pH -4, Arr AP2 block 15, DAGLB inh 6, HTR5A inv ag -42, HTR5A ag 16*, PKA-R1A activ -21 and OPRM1-OPRD1 ag 9.3.
Screening N#Cc1cnc2ncnn2c1-c1ccccc1 returned PKA-R2B act -12, DSG3 Ab inh 95, MOR-DOR inv ag 2, V-ATPase pH -3, Arr AP2 block 4, DAGLB inh 7, HTR5A inv ag 13, HTR5A ag -5, PKA-R1A activ -1 and OPRM1-OPRD1 ag -0.3.
COc1ccc(C(=O)NCc2nnc(SCC(=O)Nc3cccc(OC)c3)o2)cc1 was read as PKA-R2B act 1, DSG3 Ab inh 102, MOR-DOR inv ag 14, V-ATPase pH -2, Arr AP2 block 21, DAGLB inh -2, HTR5A inv ag -2, HTR5A ag 1, PKA-R1A activ -6 and OPRM1-OPRD1 ag -2.6.
COCCN1C(=O)c2oc3cc(C)c(C)cc3c(=O)c2C1c1cccc(O)c1 (stereo not drawn) was read as PKA-R2B act 7, DSG3 Ab inh 97, MOR-DOR inv ag 16, V-ATPase pH -2, Arr AP2 block 2, DAGLB inh 0, HTR5A inv ag -4, HTR5A ag -4, PKA-R1A activ -10 and OPRM1-OPRD1 ag -3.2.
`O=C1C=C(NCc2ccncc2)CC(c2ccccc2)C1` (stereo not drawn) gave PKA-R2B act -1, DSG3 Ab inh 111, MOR-DOR inv ag 5, V-ATPase pH 5, Arr AP2 block -9, DAGLB inh 2, HTR5A inv ag 4, HTR5A ag 0, PKA-R1A activ -10 and OPRM1-OPRD1 ag -1.2.
Screening CC(C)OC(=O)c1c(NC(=O)C2CC=CCC2C(=O)O)sc2c1CCCCC2 (stereo not drawn) returned PKA-R2B act -7, DSG3 Ab inh 119, MOR-DOR inv ag 13, V-ATPase pH 5, Arr AP2 block -5, DAGLB inh 12, HTR5A inv ag 4, HTR5A ag 0, PKA-R1A activ -12 and OPRM1-OPRD1 ag -2.3.
For O=C(COc1ccc(Cl)cc1Br)Nc1ccncc1 the results were PKA-R2B act 3, DSG3 Ab inh 87, MOR-DOR inv ag 7, V-ATPase pH 4, Arr AP2 block -21, DAGLB inh 0, HTR5A inv ag -18, HTR5A ag 5, PKA-R1A activ -9 and OPRM1-OPRD1 ag -1.4.
For Cc1nc(C(=O)O)cc2c1[nH]c1ccccc12 the results were PKA-R2B act 9, DSG3 Ab inh 92, MOR-DOR inv ag 16, V-ATPase pH 6, Arr AP2 block 19, DAGLB inh 0, HTR5A inv ag -11, HTR5A ag 2, PKA-R1A activ 3 and OPRM1-OPRD1 ag -3.2.
Screening Cc1cc(/C=N/NC(=O)c2ccccn2)c(C)n1-c1cccc([N+](=O)[O-])c1 returned PKA-R2B act 2, DSG3 Ab inh 101, MOR-DOR inv ag 21, V-ATPase pH 1, Arr AP2 block -20, DAGLB inh -1, HTR5A inv ag 0, HTR5A ag 0, PKA-R1A activ -11 and OPRM1-OPRD1 ag -4.1.
Screening Cc1cnc(CNC(=O)c2ccc3oc(C(C)C)nc3c2)[nH]1 returned PKA-R2B act -5, MOR-DOR inv ag -1, V-ATPase pH 0, Arr AP2 block -3, DAGLB inh 0, HTR5A inv ag -39, HTR5A ag 1, PKA-R1A activ -5 and OPRM1-OPRD1 ag 0.3.
For CCOc1ncccc1C(=O)Nc1ccc(Cl)cc1 the results were PKA-R2B act 4, DSG3 Ab inh 98, MOR-DOR inv ag 4, V-ATPase pH -2, Arr AP2 block 50, DAGLB inh -7, HTR5A inv ag -15, HTR5A ag 5, PKA-R1A activ -5 and OPRM1-OPRD1 ag -0.6.
C=CCNC(=O)/C(=C\c1ccc(Br)cc1)NC(=O)c1ccccc1OC was read as PKA-R2B act -1, DSG3 Ab inh 106, MOR-DOR inv ag -1, V-ATPase pH 0, Arr AP2 block 11, DAGLB inh -1, HTR5A inv ag -1, HTR5A ag 1, PKA-R1A activ 4 and OPRM1-OPRD1 ag 0.2.
For Cc1ccccc1NC(=O)CSC1=C(C#N)C(c2ccsc2)CC(=O)N1 (stereo not drawn) the results were PKA-R2B act -3, DSG3 Ab inh 104, MOR-DOR inv ag -1, V-ATPase pH -1, Arr AP2 block 3, DAGLB inh -2, HTR5A inv ag 2, HTR5A ag -4, PKA-R1A activ -2 and OPRM1-OPRD1 ag 0.2.
`COc1ccc(N2CCN(CC(=O)NC(C)c3ccccc3)CC2)cc1` (stereo not drawn) gave PKA-R2B act -25, DSG3 Ab inh 110, MOR-DOR inv ag 2, V-ATPase pH 6, Arr AP2 block 6, DAGLB inh 2, HTR5A inv ag 19, HTR5A ag 1, PKA-R1A activ -5 and OPRM1-OPRD1 ag -0.3.
Screening COc1ccc(C(=O)Nc2ccc(CN3CCCCC3)cc2)cc1 returned PKA-R2B act 9, DSG3 Ab inh 101, MOR-DOR inv ag 4, V-ATPase pH -1, Arr AP2 block 16, DAGLB inh 2, HTR5A inv ag -3, HTR5A ag 1, PKA-R1A activ -5 and OPRM1-OPRD1 ag -0.7.
`COc1ccc(NC(=O)NC(c2ccccc2)c2ccccc2)c(OC)c1` gave PKA-R2B act 8, DSG3 Ab inh 94, MOR-DOR inv ag 6, V-ATPase pH 3, Arr AP2 block 4, DAGLB inh 2, HTR5A inv ag 11, HTR5A ag 0, PKA-R1A activ -6 and OPRM1-OPRD1 ag -0.8.
For CCOC(=O)C1CCN(C(=O)c2cnn3c(C)cc(C)nc23)CC1 the results were PKA-R2B act -12, DSG3 Ab inh 87, MOR-DOR inv ag 16, V-ATPase pH 2, Arr AP2 block 25, DAGLB inh -1, HTR5A inv ag -7, HTR5A ag 2, PKA-R1A activ -10 and OPRM1-OPRD1 ag -2.9.
COc1cc(CNc2ccc3[nH]c(=O)[nH]c3c2)ccc1OCc1c(F)cccc1Cl was read as PKA-R2B act 3, DSG3 Ab inh 100, MOR-DOR inv ag 2, V-ATPase pH 3, Arr AP2 block 10, DAGLB inh 2, HTR5A inv ag 17, HTR5A ag -5, PKA-R1A activ 6 and OPRM1-OPRD1 ag -0.4.
`Cc1cccc(C(C)C)c1NC(=O)CSc1cccc[n+]1[O-]` gave PKA-R2B act -16, DSG3 Ab inh 118, MOR-DOR inv ag 15, V-ATPase pH -5, Arr AP2 block 6, DAGLB inh 0, HTR5A inv ag 9, HTR5A ag -2, PKA-R1A activ -6 and OPRM1-OPRD1 ag -3.0.
`Cc1ccc(CSc2nc3nc(C)cc(C)c3c(=O)[nH]2)cc1` gave PKA-R2B act 7, DSG3 Ab inh 99, MOR-DOR inv ag -4, V-ATPase pH 2, Arr AP2 block 4, DAGLB inh -3, HTR5A inv ag -4, HTR5A ag 1, PKA-R1A activ -4 and OPRM1-OPRD1 ag 0.7.
`CCc1ccc(NC(=O)CSc2nc(=O)n(CCN(C)C)c3c2CCCC3)cc1` gave PKA-R2B act -13, DSG3 Ab inh 105, MOR-DOR inv ag 15, V-ATPase pH -1, Arr AP2 block 20, DAGLB inh 2, HTR5A inv ag -9, HTR5A ag 3, PKA-R1A activ -7 and OPRM1-OPRD1 ag -2.9.
For Cc1ccc(C(=O)NCc2ccccn2)o1 the results were PKA-R2B act 0, DSG3 Ab inh 97, MOR-DOR inv ag 7, V-ATPase pH -3, Arr AP2 block -2, DAGLB inh 0, HTR5A inv ag -11, HTR5A ag 4, PKA-R1A activ -13 and OPRM1-OPRD1 ag -1.5.
